Tn6 DDE FP: inhibitors of Tn6 peptide binding to fibrin DD(E), primary screen, biochemical, fluorescence polarization, human fibrin, Tn6 probe; Fibrin DD(E) TRITC-Tn6 fluorescence polarization displacement; Fibrinogen beta chain (Homo sapiens), P02675; inhibition, % at 8.3 µM; AID 720509, 2013; hit rate 0.21% among 370,000;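 active = inhibition above a per-campaign cutoff: mean of compounds within control limits plus 3 SD, cut at about 15% in these data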;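 note: 0% = median of all compound wells on the plate and 100% = blocking peptide control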
Target sequence (P02675 whole entry, looked up): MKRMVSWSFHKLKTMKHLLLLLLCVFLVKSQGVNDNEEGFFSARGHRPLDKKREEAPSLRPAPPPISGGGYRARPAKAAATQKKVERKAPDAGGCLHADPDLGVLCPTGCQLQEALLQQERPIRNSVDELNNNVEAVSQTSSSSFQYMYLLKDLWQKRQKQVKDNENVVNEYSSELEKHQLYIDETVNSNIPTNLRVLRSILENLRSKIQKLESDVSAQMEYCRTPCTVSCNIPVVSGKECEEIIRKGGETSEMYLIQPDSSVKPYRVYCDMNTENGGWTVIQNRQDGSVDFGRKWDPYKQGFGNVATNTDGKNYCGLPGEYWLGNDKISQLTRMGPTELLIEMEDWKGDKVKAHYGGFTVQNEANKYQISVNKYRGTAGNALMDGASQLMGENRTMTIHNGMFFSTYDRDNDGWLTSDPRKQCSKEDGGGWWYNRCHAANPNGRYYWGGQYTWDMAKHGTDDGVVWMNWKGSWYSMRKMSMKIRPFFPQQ
TDP2 absorb: human TDP2 enzyme inhibitors, primary screen, biochemical, epi absorbance, recombinant enzyme | Tyrosyl-DNA phosphodiesterase 2 (Homo sapiens), O95551 | T5PNP hydrolysis, p-nitrophenol absorbance 415 nm | inhibition, % at 12.8 µM | hit rate 0.34% among 370,000 | AID 720702, 2013;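 active = inhibition above the mean of all tested compounds plus 3 SD, set per campaign, cut at about 25% in these data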;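 note: 0% = DMSO with enzyme and 100% = buffer with substrate but no TDP2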
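Read-out basis: percent inhibition. System: recombinant human TDP2. Buffer or medium: Mg2+-containing Tris-HCl buffer, pH 7.5. Repeats: single replicate. Timing: reaction 2 h, 37 °C. Benchmarks: high control without enzyme, low control DMSO plus TDP2. Probe or stimulus: 5 mM T5PNP. Doses: 12.8 µM only. Measured by: epi absorbance of p-nitrophenol freed from T5PNP by hydrolysis.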
SIAE primary: human SIAE inhibitors, primary screen, biochemical, fluorescence polarization, FP-Rh probe, 1536-well HTS. Sialate O-acetylesterase (Homo sapiens), Q9HAT2. SIAE FP-Rh probe binding. hit rate 0.69% among 370,000. inhibition, % at 9.66 µM;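 active = inhibition above a cutoff: mean of compounds within the control limits plus 3 SD of those, cut at about 17% in these data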;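 note: 0% = plate median of compound wells and 100% = probe without SIAE protein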
ADAM17 inh: ADAM17 inhibitors, primary screen, biochemical, QFRET; recombinant ADAM17, EDANS/DABCYL FRET peptide cleavage; inhibition, % at 6.95 µM; Disintegrin and metalloproteinase domain-containing protein 17 (Homo sapiens), P78536; AID 720648, 2013; hit rate 0.83% among 370,000;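 active = inhibition above the mean of compounds lying between control limits plus 3 SD, set per campaign, cut at about 8.5% in these data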;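 note: 0% = DMSO-only wells as the low control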
ASAP1 inh: inhibitors of human ASAP1 ArfGAP activity, primary screen, biochemical, fluorescence polarization. Arf-GAP with SH3 domain, ANK repeat and PH domain-containing protein 1 (Homo sapiens), …. ASAP1-stimulated ARF1 GTP hydrolysis, GDP FP detection. inhibition, % at 16.5 µM. hit rate 0.19% among 360,000; in the data active = inhibition above about 25%;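 note: 0% = vehicle with enzyme and substrate and 100% = no enzyme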
ADAM10 inh: human ADAM10 inhibitors, primary screen, biochemical, QFRET, HTS | hit rate 0.62% among 370,000 | inhibition, % at 7 µM | recombinant ADAM10, EDANS/DABCYL FRET peptide cleavage, 3 h;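 active = inhibition above a per-campaign cutoff equal to the mean of compounds falling between control-based bounds plus 3 SD, cut at about 20% in these data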;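 note: 0% = DMSO wells while the 100% control is not disclosed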
Target sequence (O14672 214-748 limits assumed): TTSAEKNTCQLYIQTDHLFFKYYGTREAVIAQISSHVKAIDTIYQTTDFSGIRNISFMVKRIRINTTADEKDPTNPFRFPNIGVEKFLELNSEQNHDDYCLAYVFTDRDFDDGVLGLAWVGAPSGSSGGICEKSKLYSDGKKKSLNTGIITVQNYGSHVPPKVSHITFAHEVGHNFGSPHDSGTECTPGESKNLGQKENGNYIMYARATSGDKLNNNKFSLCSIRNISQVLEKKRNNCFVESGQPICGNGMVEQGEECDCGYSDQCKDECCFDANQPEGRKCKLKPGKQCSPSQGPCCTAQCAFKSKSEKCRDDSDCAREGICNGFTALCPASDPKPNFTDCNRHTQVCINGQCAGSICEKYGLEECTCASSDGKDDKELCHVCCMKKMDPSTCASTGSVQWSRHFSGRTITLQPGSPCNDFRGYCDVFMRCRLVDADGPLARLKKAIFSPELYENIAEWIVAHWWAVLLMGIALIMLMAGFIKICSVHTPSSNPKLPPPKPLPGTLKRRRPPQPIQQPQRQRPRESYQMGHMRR
PLCb3 inh: human PLC-beta3 inhibitors, primary screen, biochemical, fluorescence | inhibition, % at 12.2 µM | Purified PLC-beta3, fluorogenic substrate | AID 720704, 2013 | hit rate 0.18% among 370,000 | 1-phosphatidylinositol 4,5-bisphosphate phosphodiesterase beta-3 (Homo sapiens), Q01970; in the data active = inhibition above about 11%;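 note: 0% = median of compound wells on plate and 100% = full blocker control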
PLC-gamma1 inh: PLC-gamma1 enzyme inhibitors, primary screen, biochemical, fluorescence, purified enzyme; 1-phosphatidylinositol 4,5-bisphosphate phosphodiesterase gamma-1 (Homo sapiens), P19174; fluorogenic substrate; inhibition, % at 12.2 µM; hit rate 0.84% among 370,000; in the data active = inhibition above about 9.5%
DDE Tn7 FP inh: inhibitors of Tn7 peptide binding to fibrin DD(E), primary screen, biochemical, fluorescence polarization, human fibrin, Tn7 probe | FP displacement of FITC-Tn7 peptide from fibrin DD(E); 0% = median of compound wells per plate | hit rate 0.13% among 370,000 | inhibition, % at 8.3 µM;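 active = inhibition above the mean of compounds falling within the control limits plus 3 SD of them, cut at about 14% in these data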;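 note: 0% = plate median of compound wells and 100% = 10 µM Aha-Tn7 peptide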
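Test system – human fibrin DD(E) · Times – 10 min preincubation, 3 h with tracer, room temperature · Detection – fluorescence polarization of the labelled Tn7 tracer · Measure – percent inhibition normalized to high-control wells · Benchmarks – high control wells with 10 µM unlabelled Aha-Tn7 peptide (full inhibition) · Repeats – singlicate testing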
ARFGAP1 inhibitor: inhibitors of rat ARFGAP1 GAP activity, primary screen, biochemical, fluorescence polarization, GDP tracer; inhibition, % at 16.5 µM; ADP-ribosylation factor GTPase-activating protein 1 (Rattus norvegicus), Q62848; AID 651572, 2012; hit rate 0.26% among 360,000; Arfgap1-stimulated ARF1 GTP hydrolysis, GDP FP detection;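 active = inhibition above a per-plate limit, mean inhibition of low control wells plus 3 SD, cut at about 25% in these data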;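 note: 0% = DMSO wells with enzyme and 100% = wells lacking Arfgap1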
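Material: truncated rat Arfgap1 GAP domain; Incubation: compound-enzyme preincubation 20 min, reaction 120 min, detection 60 min, 25 °C; Read-out: percent inhibition of Arfgap1-stimulated GTP hydrolysis; Technique: FP, GDP Alexa 633 tracer displaced from anti-GDP antibody, 620/688 nm; Controls: No-Arfgap1 wells (100%) versus DMSO full-reaction wells (0%); Replication: single well per compound.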
Active calls of the source: *; · = no result given.

Structure	Tn6 DDE FP	TDP2 absorb	SIAE primary	ADAM17 inh	ASAP1 inh	ADAM10 inh	PLCb3 inh	PLC-gamma1 inh	DDE Tn7 FP inh	ARFGAP1 inhibitor
O=C(CCc1ccc(CCC(=O)c2cccs2)s1)c1cccs1	-6	-9	5	1	2	2	-4	0	-3	1
COc1ccc(CCNC(=O)c2nnn(CC(=O)Nc3ccc(C)cc3C)c2N)cc1OC	-3	11	-1	1	-3	0	2	5	2	-4
CCCCn1c(C)cc(/C=C(\C#N)C(=O)O)c1C	7	-14	-1	0	11	-4	-8	-11	-4	-3
COc1ccccc1C1OC(c2cccc([N+](=O)[O-])c2)=NN1C(C)=O (configuration not stated)	0	-2	-4	-3	-12	-4	4	0	6	-2
NC(=O)CC(NC(=O)Cc1ccc(Cl)cc1)c1ccc(NCc2ccccc2)c([N+](=O)[O-])c1 (configuration not stated)	0	10	1	-5	5	-4	-5	-1	13	-2
COCCNC(=O)C1CC(=O)N(CCc2ccccc2)C1 (configuration not stated)	-6	-2	-1	4	-15	3	2	8	1	-2
CCOC(=O)C1(C)CCCCN1C(=O)c1ccccc1OC (configuration not stated)	-4	2	-5	0	-3	3	8	1	-3	0
COc1cccc(/C=C2\C(=O)N(c3cccc(C)c3)C(=O)c3ccccc32)c1	-7	-3	8	-5	9	-3	-13	-14	0	-4
Cc1ccc(/C=C2/SC(=S)N(C3CCCCC3)C2=O)o1	1	11	9	0	8	1	-18	-7	-5	-4
C/C(N)=C(/C#N)C(=O)COC(=O)c1cccc(O)c1	5	0	-3	-7	6	-5	-11	1	3	-4
Cc1ccc(CSc2nsc(C)c2C#N)cc1	1	-1	3	3	9	3	-3	4	2	-3
O=C(c1cc2n(n1)C(C(F)(F)F)CC(c1ccco1)N2)N1CCN(c2ccccn2)CC1 (configuration not stated)	-6	-4	-4	-2	-7	-1	1	-1	9	0
CCCC(=O)Nc1cc(-c2nnc(OC)c3ccccc23)ccc1N1CCOCC1	2	-4	-1	-2	4	-6	-4	-4	-3	0
CCn1nc(C)c(C(=O)Nc2cc(Oc3ccc(Cl)cc3)cc([N+](=O)[O-])c2)c1C	-7	-7	-20	13*	2	15	-2	9	-1	0
O=C(COc1ccccc1[N+](=O)[O-])N1CCC(Cc2ccccc2)CC1	-9	-1	-3	-2	9	-2	2	0	2	-7
COc1ccc(C(C(=O)NC2CCCCC2)N(C(=O)c2cccs2)c2ccc3c(c2)OCO3)cc1 (configuration not stated)	-2	4	2	-3	-18	2	2	-1	7	-6
CN(C)CCCNC(=O)C(=O)NCC1OCCN1S(=O)(=O)c1cc(F)ccc1F (configuration not stated)	11	0	-2	-5	-15	3	-8	-2	5	-4
CC1CCN(C(=O)COc2cccc3c2CCN(Cc2ccccc2)C3=O)CC1	-1	-13	17*	-4	-2	-2	-10	1	3	17
Cn1c(=O)[nH]c(=O)c2c1nc(SCCN1CCOCC1)n2CCCc1ccccc1	2	-19	3	4	5	0	12*	6	-4	0
O=[N+]([O-])c1ccc2[nH]c3c(c2c1)CCCC3O (configuration not stated)	-7	6	8	-3	12	-10	-5	2	7	5
COc1ccc(Cl)cc1N1C(=O)c2cccnc2C1=O	1	-10	-3	-3	-1	-3	-3	1	2	-5
O=C(c1ccccc1)N1N=C(c2ccccc2)CC1c1cccs1 (configuration not stated)	-1	-7	-7	-5	-2	10	-11	-4	4	2
CC(C)C(=O)N1CCN(c2ccccc2NC(=O)COc2ccc(C3CCCCC3)cc2)CC1	-2	-7	-6	5	0	-5	-7	1	-4	10
CCN(CC)CCCNC(=O)c1cn(C)c2ccc(S(=O)(=O)N(C)C3CCCCC3)cc2c1=O	-5	-12	-5	7	-6	11	-1	6	1	-12
CC(=O)Nc1nnc(Cc2c[nH]c3ccccc23)s1	1	-1	-3	-5	-8	-8	-3	0	3	2
CSc1cccc(NC(=O)CCNS(=O)(=O)c2ccc3[nH]c(=O)oc3c2)c1	6	-9	6	0	2	-11	-7	0	0	1
O=C(COc1ccc(Cl)cc1)NCc1ccncc1	2	-8	-6	-5	4	2	-4	1	3	1
O=C(CSCc1cccc(Cl)c1)OCc1nc2ccsc2c(=O)[nH]1	2	-14	-1	-2	1	0	-4	3	-3	3
COc1ccc(NC(=O)c2cc(-c3cc(F)ccc3OC(C)C)n[nH]2)c(OC)c1	5	-16	-4	15*	14	21*	1	6	-8	8
COc1ccc(/C=C2\SC(=O)N(CCNC(=O)C3CCN(S(=O)(=O)c4cccs4)CC3)C2=O)cc1	-5	1	1	-1	-9	6	2	2	2	0
Cc1ccc(NC(=O)CCC(=O)NNC(=O)Cc2ccccc2)cc1C	-7	-17	-5	-2	-3	4	-3	-1	-5	9
COc1ccc(-c2sc3ccccc3c2-c2ccc(OCCN(C)C)cc2)cc1	-5	-11	14	-3	16	-24	-66	-39	-6	10
COc1ccc(NS(=O)(=O)c2cc([N+](=O)[O-])ccc2N/N=C/c2c(C)[nH]c3ccccc23)cc1	-10	-3	8	-3	-6	-3	-4	-1	2	3
COc1cccc(NC(=O)CCC2CCN(C(=O)C3CC=CCC3)CC2)c1 (configuration not stated)	8	-7	-3	0	-7	5	-4	-2	-6	14
CSC1=C(C#N)C(=O)NC(c2ccccc2O)S1 (configuration not stated)	5	-8	2	2	-10	1	-1	2	-6	5
Cc1ccc(C(=O)CSc2nnc(-c3ccco3)n2CC2CCCO2)cc1 (configuration not stated)	-1	-7	-6	-2	3	4	2	-1	-4	-5
COc1cc(NC(=O)COc2cc(O)c3c(c2)OC(C)(C)CC3=O)cc(OC)c1OC	-2	-8	4	2	-3	-11	1	0	7	0
Cc1ccccc1NC(=O)Cc1cccc(C(F)(F)F)c1	5	1	2	1	1	-3	-1	1	-3	3
Cn1c(=O)c2c(SCC(=O)NCC3CCCO3)nc(-c3ccccc3Cl)nc2n(C)c1=O (configuration not stated)	-6	9	3	-5	1	4	-8	-3	-1	-2
O=C(Nc1ccccc1)Nc1n[nH]c2nnc(-c3ccccc3)c(-c3ccccc3)c12	5	-13	1	8	3	7	-3	-2	5	-5
CN(C)C(=O)C(=O)c1c(-c2ccccc2)cc2ccccn12	1	-8	0	-2	12	-7	-1	0	-2	18
CN(CC(=O)N1CCN(c2cccc(Cl)c2)CC1)S(=O)(=O)c1cnc[nH]1	-2	7	1	-1	-23	-1	6	2	-5	3
CCCc1ccc(-c2cc(NC(=O)Cc3c(C)[nH]c4ccccc34)ccc2Nc2cccnc2)cc1	-3	-6	9	7	6	9	-8	-4	-10	5
CCC(C)NC(=O)c1c(-c2cc(Cl)c(OC)c(Cl)c2)noc1C (configuration not stated)	-5	13	2	-2	3	-2	3	1	-4	-1
COc1ccc(C(=O)NC2CCCCC2)cc1S(=O)(=O)N1CCOCC1	5	-9	1	-1	-1	6	-113	3	0	-14
COc1ccc(Br)cc1CN(C)CC(=O)Nc1c(Cl)cccc1Cl	2	-16	-7	1	-4	7	3	-2	5	2
COc1ccc(C(=O)c2c[nH]c(C(=O)NCC3CCCO3)c2)cc1 (configuration not stated)	-5	9	0	-5	2	4	-3	-32	-2	1
COc1cc(NC(=O)c2cc(-c3cccc(O)c3)on2)cc(OC)c1OC	-3	-14	-5	-3	11	2	-3	-1	-1	16
CCOc1ccccc1-c1nc(CN2CCCC2c2nccs2)c(C)o1 (configuration not stated)	-2	3	-4	-4	-2	-6	-8	-4	-2	-4
CCN(CC(=O)NCc1cccs1)C(=O)C(c1ccccc1)c1ccccc1	4	8	-6	0	-2	2	-2	-1	4	11
COCC(C)NC(=O)c1cccc(Cl)c1 (configuration not stated)	5	6	-1	-4	14	-6	1	0	3	4
O=C1CCC[C@H]2C[C@H](NCc3ccc(Cl)c(Cl)c3)CC[C@]23CCCN13	2	0	3	-3	·	-1	0	0	-3	·
Nc1sc2c([n+]1CCCS(=O)(=O)[O-])CCCC2	3	-1	-4	-1	-13	-1	4	2	-6	-7
CC(OC(=O)CN1C(=O)NC2(CCCC2)C1=O)C(=O)Nc1cccc(Cl)c1 (configuration not stated)	-1	8	7	1	-3	-2	-6	2	2	8
O=C(Nc1ccccc1F)N(CCCN1CCOCC1)Cc1cc2cc3c(cc2[nH]c1=O)OCCO3	1	-8	-1	-120	14	-394	-33	-27	-1	-1
CC(=O)Nc1ccc(S(=O)(=O)N2CCN(c3cc(C)nc4ncnn34)CC2)cc1	5	6	-1	-3	4	0	-1	1	-3	11
CCc1c(O)nc(SCC(=O)Nc2c(C)cccc2C)n(-c2ccc(F)cc2)c1=O	-7	-1	-3	0	-6	-1	-6	1	-3	15
COc1cccc(CNc2nc3nc(C)cc(C)n3n2)c1	-2	7	2	-19	-8	-63	-20	-19	-6	-3
CCOC(=O)c1sc2nc(C)nc(SCC(N)=O)c2c1C	-1	12	-4	-3	-4	-5	1	0	6	-1
CCc1ccccc1NC(=S)N1N=CCC1c1ccccc1 (configuration not stated)	-1	2	-4	2	8	5	5	4	-4	9
